Screening results: PubChem, several laboratories
APP transl inh: inhibitors of APP translation via 5'UTR reporter, primary screen, APP 5'UTR luciferase, SH-SY5Y cells | SH-SY5Y APP 5'UTR-luciferase reporter, luminescence | inhibition, % at 2 µM | actives 0.82% (n = 190,000) | AID 1285, 2008;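 active means inhibition above a set limit, derived from the sample mean plus 3 SD, cut at about 45% in these data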; further: values of inactives mirror those of a sister screen read the other way
Lmaj promast: Leishmania major promastigote growth inhibition, primary screen. actives 9% (n = 200,000). AID 1063, 2008. Leishmania major promastigotes, resazurin fluorescence viability. inhibition, % at 10 µM; in the data active means inhibition above about 50%;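 further: promastigotes grown with compound for 44 hours at 28 °C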
RAM inhibit: inhibitors of the yeast RAM network, primary screen, dse1pr::URA3 reporter, 5-FOA selection. S. cerevisiae dse1pr::URA3 reporter, 5-FOA growth OD615, 2 d; analog-sensitive cbk1-as2 kinase mutant strain. inhibition, % at 50 µM. actives 1.8% (n = 190,000). AID 868, 2007;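 active means inhibition above a set limit, 3 SD over mean compound inhibition, cut at about 8.4% in these data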;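 further: 0% = DMSO-only wells with no growth and 100% = 10 µM 1-NA-PP1 full growth; inhibition rescues growth on 5-FOA so higher OD means more RAM inhibition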
Starred values were filed as active, the others as inactive; / = not tested or not shown; & = joins results of further samples. Only part of the results is shown; rates above refer to the full screens.

SMILES	APP transl inh	Lmaj promast	RAM inhibit
O=C(/C=C/Nc1ccc(F)cc1)c1cccs1	-160	-6	/
Cc1nn2c3c(cnc2c1-c1ccccc1)C(=O)CC(C)C3 (centres undefined)	-28	-9	/
CC(C)(C)c1sc(N)nc1-c1ccccc1	11	15	/
O=C(CN1CCOCC1)N1CCN(C(=O)CN2CCOCC2)CC1	-4	-5	/
COc1ccc(CCNC(=O)CSCc2ccc(C)cc2)cc1OC	15	0	/
Cc1[nH]n(-c2ccccc2)c(=O)c1C(c1ccc(O)c([N+](=O)[O-])c1)c1c(C)[nH]n(-c2ccccc2)c1=O	-7	-4	/
Cc1ccc(C2C(C(=O)c3sc(-c4ccccc4)nc3C)=C(O)C(=O)N2CCN(C)C)o1 (centres undefined)	-11	-9	/
CCOC(=O)N1CCc2c(sc(NC(C)=O)c2C(N)=O)C1	-6	-2	/
COC(C(=O)Nc1ccc(F)c(F)c1)c1ccccc1 (centres undefined)	-3	-3	/
O=C1Nc2ccc(S(=O)(=O)NCc3ccco3)c3cccc1c23	-10	27	/
COc1ccc(NC(=S)NCCSc2ccc(C)cc2)c(OC)c1	-19	17	/
COc1nc(Nc2ccc(-c3nc4ccccc4o3)cc2)nc(N2CCOCC2)n1	8	-1	/
O=C(/C=C/c1cccs1)c1cc(F)ccc1OC(=O)N1CCOCC1	-11	-1	/
CN(NC(=O)Nc1ccc(Cl)cc1)c1ncc(C(F)(F)F)cc1Cl	-8	-3	/
S=C(Nc1ccc(Cl)cc1)N1CCOCC1	0	-6	/
CCOC(=O)c1c(-c2ccccc2)oc2cc(CN(C)C)c(O)c(CN(C)C)c12	53*	100*	/
O=C(N/N=C/c1cc2c(cc1[N+](=O)[O-])OCO2)c1ccccn1	-13	-4	/
Cc1ccccc1NC(=O)CCN1CCCCCC1	-14	-3	/
CCC(=O)c1ccc(OC(=O)c2ccc(Br)o2)cc1	0	-6	/
Cc1nn2c3ccccc3nc2n(Cc2ccccc2)c1=O	29	-4	/
Cc1cc(C)nc(-n2c(Nc3ccccc3)cc(=O)c3c(C)n(-c4ccccc4)c(=O)nc32)n1	-11	-5	/
CCC(=O)OC1=C2C(=Nc3c(c(=O)n(C)c(=O)n3C)C2c2ccccc2)c2ccccc21 (centres undefined)	-4	-3	/
C=C(C)CSc1nnc2[nH]c(=O)cc(N)n12	20	-6	/
COc1nnc(-c2ccc(N3CCCCC3)c(N)c2)c2ccccc12	-18	30	/

APP transl inh: entries above that show a hit.
mol,APP transl inh,RAM inhibit
CCOC(=O)c1c(-c2ccccc2)oc2cc(CN(C)C)c(O)c(CN(C)C)c12,53*,/

More entries:
SMILES	APP transl inh	Lmaj promast	RAM inhibit
CCC(=O)N1CCc2cc(S(=O)(=O)CCC(=O)Nc3c(C)n(C)n(-c4ccccc4)c3=O)ccc21	1	-3	/
CC1CN(C(=O)c2cc(F)c(F)cc2Cl)CC(C)O1 (centres undefined)	-12	-3	/
CC(C)(C)SCCNC(=O)CSc1ccccc1	-6	-3	/
Cc1ccc(OCC(=O)Nc2ccc([N+](=O)[O-])cn2)cc1C	-18	-7	/
O=C(/C=C/c1ccc(Cl)c([N+](=O)[O-])c1)NCc1cccnc1	-12	23	/
CCOC(=O)c1[nH]c2ccccc2c1NC(=O)c1cc(OC)c(OC)c(OC)c1	-12	15	/
COc1ccc(CCNC(=S)NC(=O)/C=C/c2ccc(C)cc2)cc1OC	-11	-5	/
O=C(c1ccc2c(c1)c(=O)oc1ccccc12)N1CCCCC1	-6	-2	/
CCn1c(=N)c(C(N)=O)cc2c(=O)n3cccc(C)c3nc21	-5	100*	/
CN(C)/C=C(/C(=O)c1ccccc1Cl)S(=O)(=O)c1ccccc1	-2	-6	/
CC(C)(C)Cc1nnc(NS(C)(=O)=O)s1	5	-3	/
Cc1ccc(-n2c(=O)c3c4c(sc3n3c(C)nnc23)COC(C(C)C)C4)cc1 (centres undefined)	-9	23	/
CCN(CC)CCCN1C(=O)C(O)=C(C(=O)c2ccc(C)o2)C1c1ccco1 (centres undefined)	8	-7	/
COc1cc(-c2nc3ccccn3c2/N=C/c2cc(OC)c(OC)c(OC)c2)ccc1O	-8	0	/
O=C(Nc1ccccc1)N(CCc1ccncc1)C1CCCCC1	-4	0	/
O=C1OC(c2ccccc2)=N/C1=C/c1cccc(OC(=O)c2cccs2)c1	-15	-6	/
CCOC(=O)c1c(NC(=O)CSc2nnc3c(n2)[nH]c2ccccc23)sc2c1CCN(C)C2	-21	100*	/
COc1cc2c(cc1OC)C(C(=O)NC1CC1)C1c3ccccc3CCN1C2=O (centres undefined)	-19	-6	/
CC1(C)Cc2c(sc3ncn4nc(-c5ccco5)nc4c23)CO1	6	-3	/
Cc1ccc2cc(C#N)c(N3CCCN(S(=O)(=O)c4ccccc4)CC3)nc2c1C	-2	-4	/
Cn1nc(-c2ccc(N3CCOCC3)c(NC(=O)c3ccccc3)c2)c2ccccc2c1=O	1	77*	/
COC(=O)Cn1c(=NC(=O)C2CC2)sc2c(C)cc(C)cc21	4	10	/
N=c1c(S(=O)(=O)c2ccccc2)cc2c(=O)n3ccccc3nc2n1CCN1CCOCC1	9	-3	/
Cc1ccc(S(=O)(=O)C(NC(=O)c2ccccc2)=C(Cl)Cl)cc1	-8	62*	/

Single entries from the entries so far:
In APP transl inh, N=c1c(S(=O)(=O)c2ccccc2)cc2c(=O)n3ccccc3nc2n1CCN1CCOCC1 shows 9
In APP transl inh, Cn1nc(-c2ccc(N3CCOCC3)c(NC(=O)c3ccccc3)c2)c2ccccc2c1=O shows 1
In Lmaj promast, O=C(Nc1ccccc1)N(CCc1ccncc1)C1CCCCC1 shows 0
In APP transl inh, COc1cc(-c2nc3ccccn3c2/N=C/c2cc(OC)c(OC)c(OC)c2)ccc1O shows -8
In APP transl inh, Cc1ccc(S(=O)(=O)C(NC(=O)c2ccccc2)=C(Cl)Cl)cc1 shows -8
In APP transl inh, COc1cc2c(cc1OC)C(C(=O)NC1CC1)C1c3ccccc3CCN1C2=O (centres undefined) shows -19

(list continues)
SMILES	APP transl inh	Lmaj promast	RAM inhibit
Clc1ccc(Oc2nc(N3CCOCC3)nc(N3CCOCC3)n2)c(C2CCCCC2)c1	7	29	/
O=C(Cn1c(NCCCO)nc2ccccc21)c1cccs1	4	-4	/
CCCCOC(=O)c1cc(-c2ccc(/C=N/n3cnnc3)o2)ccc1Cl	-16	13	/
Cc1ccc(C(=O)/C=C/Nc2ccccn2)cc1	-115	4	/
Cc1cc(C)nc(SCC(=O)Nc2sc3c(c2C#N)CCC(C)C3)n1 (centres undefined)	14	-2	/
CC1CC(C)CN(c2nc3c(c(=O)[nH]c(=O)n3C)n2CCCSc2nc3ccccc3s2)C1 (centres undefined)	13	3	/
CN1CCC(OC(=O)c2ccc(Br)cc2)CC1	0	85*	/
O=C(c1ccc(Cl)cc1)N1CCN(c2ccc([N+](=O)[O-])c(NCc3cccnc3)c2)CC1	-7	85*	/
Cc1nc(NC2=NCN(CCN3CCOCC3)CN2)nc2c(C)cccc12	-36	17	/
Cc1ccc2[nH]c(=O)c(CN(CCO)C(=O)N(C)C)cc2c1	-14	-4	/
CCCCOc1ccc(C(=O)CCNC(C(=O)O)C(C)CC)cc1 (centres undefined)	1	-3	/
COC(=O)c1ccccc1NC(=O)CN(c1ccccc1)S(=O)(=O)N(C)C	-2	-4	2.1

Two records picked at random from those above, as already listed:
SMILES	APP transl inh	Lmaj promast	RAM inhibit
O=C(Cn1c(NCCCO)nc2ccccc21)c1cccs1	4	-4	/
Cc1ccc2[nH]c(=O)c(CN(CCO)C(=O)N(C)C)cc2c1	-14	-4	/

The listing continues:
SMILES	APP transl inh	Lmaj promast	RAM inhibit
N#Cc1c(NC(=O)CSc2ncnc3c2cnn3-c2ccccc2Cl)sc2c1CCCC2	1	12	7.2
CCc1ccccc1NS(=O)(=O)c1ccc2[nH]cc(C(=O)NCc3ccco3)c(=O)c2c1	-12	-5	4.0
CC1=C(C(=O)Nc2cccnc2)C(c2ccncc2)n2nnnc2N1 (centres undefined)	14	-4	0.3
CCN(CC(=O)NC1CCS(=O)(=O)C1)C(=O)COc1ccccc1-c1ccccc1 (centres undefined)	-4	-4	0.9
COCCNC(=O)CSc1nc2c(n1-c1ccccc1)CCCC2	-1	-2	0.0
c1ccc(-c2nc(CSc3nnc(-c4cccs4)o3)cs2)cc1	-11	-8	9.9*
CC1C=CCC2C(=O)N(c3cccc(C(=O)N4CCCCCC4)c3)C(=O)C12 (centres undefined)	-14	-1	3.2
Cc1[nH]nc2c1C(c1ccoc1)C(C#N)=C(N)O2 (centres undefined)	0	24	0.7
CN(C(=O)c1cccc(N2C(=O)C3CC=CCC3C2=O)c1)C1CCCCC1 (centres undefined)	-1	-5	0.7
O=C(CSc1ncnc2c1oc1ccccc12)Nc1ccc2c(c1)OCCO2	34	-9	2.9
O=C(Nc1ccc(Oc2ncccn2)cc1)c1ccco1	-14	-10	3.0
CCn1c(CSc2nc3ccccc3s2)nnc1SCC(=O)c1ccc2c(c1)OCCO2	4&2	-3	4.0
Cc1ccc(C)c(-n2nnnc2Sc2nnnn2-c2ccccc2)c1	17	98*	4.2
Cc1cccc(C(=O)Nc2ccc(O)cc2)c1	-24	1	-0.7
CCOC(=O)c1ccc2[nH]c(C)c(C)c2c1	-43	4	-0.7
O=C(COc1ccc2ccc(=O)oc2c1)Nc1ccc2c(c1)OCCO2	6	6	4.0
Cc1ccc(CNC(=O)C(=O)NCCCn2ccnc2)cc1	15	-2	2.1
N#Cc1ccsc1NC(=O)c1cnccn1	-4	-2	-1.2
Cc1ccc(C(C(=O)NC2CCCC2)N(Cc2cccs2)C(=O)c2csnn2)o1 (centres undefined)	-17	3	0.6
O=C(CN1C(=O)c2cccc3cccc1c23)Nc1ccccc1C(=O)NCc1ccco1	-4	82*	3.8
CCc1nc(N(CC)CC)c2oc3ccccc3c2n1	-12	31	0.1
O=C(NCCOc1ccccc1)C1CCCN1C(=O)c1cccs1 (centres undefined)	13	-2	2.6
Cc1ccc(C)c(N2CCN(C(=O)c3ccccc3Br)CC2)c1	-1	28	-0.5
Cc1cc2c(NCC(C)O)ncnc2s1 (centres undefined)	-6	-3	1.5
O=C(O)C1CCN(Cc2cnn(-c3ccccc3)c2-n2cccc2)CC1	-4	-1	0.6
CCOc1ccc(NS(=O)(=O)c2ccc3[nH]cc(C(=O)NC(C)CC)c(=O)c3c2)cc1 (centres undefined)	-1	-17	1.7
COc1ccc(-n2c(SCCC#N)nnc2-c2cc(Cl)ccc2OC)cc1Cl	9	4	5.8
CCOc1ccccc1C1C(C(N)=O)=C(C)Nc2nc(-c3cccc(C)c3)nn21 (centres undefined)	0	3	1.2
O=c1oc2cc(OCc3c(F)cccc3Cl)ccc2cc1-c1ccccn1	4	-3	4.4
CC(=O)Nc1ccc(S(=O)(=O)/N=C2\SCCN2S(=O)(=O)c2ccc(NC(C)=O)cc2)cc1	6	-9	5.1
CC(C)(C)NC(=O)c1sccc1C(=O)O	10	-7	0.0
CC1=C(C(N)=O)C(c2ccc3c(c2)OCO3)n2nc(-c3cccc(C)c3)nc2N1 (centres undefined)	-2	7	3.8
CCOC(=O)C(CC)Sc1nnc2cc(C)c3ccccc3n12 (centres undefined)	8	37	1.4
c1ccc2c(c1)[nH]c1c(N3CCN(C4CCCCC4)CC3)ncnc12	-5	78*	1.0
CC(=O)O[C@@H]1[C@@H](OC(C)=O)[C@H](n2ccc3cc([N+](=O)[O-])ccc32)OC[C@@H]1OC(C)=O	8	1	2.9
CCc1ccc(N(C(=O)c2ccco2)C(C(=O)NC2CCCC2)c2ccco2)cc1 (centres undefined)	6	18	5.5
OC1(c2cccc(C(F)(F)F)c2)CCN(c2ncnc3c2[nH]c2ccccc23)CC1	-18	98*	-0.5
COc1ccc(OC)c2c(N3CC(C)OC(C)C3)cc(C(F)(F)F)nc12 (centres undefined)	-2	10	1.7
Cc1sc2ncnc(SC(C)C#N)c2c1C (centres undefined)	-10	-6	3.3
CS(=O)(=O)N(CC(=O)N1CCCCC1)c1sc2c(c1C#N)CCCC2	-2	8	1.6
COc1cccc(CCC(=O)O)c1OC	-13	-6	2.6
COc1ccccc1N1CCN(CC(=O)Nc2c(C)n[nH]c2C)CC1	1	-9	2.6
CCOc1ccc(NC(=O)c2ccccc2NC(=O)CN2CCN(C(C)=O)CC2)cc1	16	-1	2.0

Of the compounds above, 4 contain a tert-butyl group:
SMILES	APP transl inh	Lmaj promast	RAM inhibit
CC(C)(C)c1sc(N)nc1-c1ccccc1	11	15	/
CC(C)(C)SCCNC(=O)CSc1ccccc1	-6	-3	/
CC(C)(C)Cc1nnc(NS(C)(=O)=O)s1	5	-3	/
CC(C)(C)NC(=O)c1sccc1C(=O)O	10	-7	0.0
